Cl transport mod = KCC2 (human) Cl- transport modulation. KCC2 cells, thallium flux FluoZin-2 fluorescence. B-score of Tl+ flux slope (higher = more flux/activation; lower = inhibition) at 10 µM. hit rate 2.2% among 190,000. AID 1456;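 active = thallium flux slope and its plate-corrected score both differing from the plate sample mean at a set confidence after two filtering rounds, in either direction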;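 also: slope of fluorescence scaled to starting intensity during 10 to 20 s after thallium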
FXIa inh = blocks human coagulation factor XIa protease activity; purified FXIa, Boc-Glu-Ala-Arg-AMC fluorogenic substrate; P03951; inhibition, % at 5 µM; hit rate 0.14% among 220,000;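 active = inhibition of at least 40%; inactive = inhibition below 40%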;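 also: fluorescence of freed AMC excited at 355 nm; 0% = enzyme without compound and 100% = no enzyme blank; many of its hits are not listed in these tables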
Thrombin inh = thrombin (human) inhibition. alpha-thrombin, Boc-VPR-AMC fluorogenic substrate cleavage. inhibition, % at 5 µM. hit rate 0.26% among 220,000. AID 1046;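 active = inhibition at or above 40%; inactive = inhibition below 40%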;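 also: 0% = enzyme with no compound and 100% = wells without enzyme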
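Material: human alpha-thrombin protein. Incubation: reaction at ambient temperature. Technique: fluorescence of released AMC, ex 355 nm, em 460 nm. Control set: no-compound enzyme wells and no-enzyme blanks. Also added: Boc-VPR-AMC substrate, 15 µM final. Buffer or medium: pH 7.5 Tris (50 mM) with NaCl 150 mM, Tween 20 0.05%.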
Furin inh = human furin inhibition; P09958; purified furin, fluorogenic substrate cleavage; inhibition, % at 30 µM; hit rate 0.061% among 220,000; in the data active = inhibition above about 25%; also: inactives centre near -15
FXIIa inh 1536 = inhibitors of human coagulation factor XIIa; AID 800; inhibition, % at 5 µM; purified FXIIa, Boc-QGR-AMC fluorogenic substrate, 2 h; hit rate 0.3% among 220,000; P00748; in the data active = inhibition above about 40%;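 also: 0% = enzyme with no compound and 100% = blank without enzyme; many of its hits are not listed in these tables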
Wee1 degr inh = human Wee1 degradation inhibition, primary screen | HeLa Luc-Wee1K328M stability, luciferase luminescence; 100% = proteasome inhibitor MG132 effect | reporter increase, % at 5 µM | AID 1321 | P30291 | hit rate 1.2% among 220,000;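 active = activation above the mean of all tested compounds plus 3 SD, set per screening run, cut at about 8.8% in these data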;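 also: cells exposed to compound for 20 h before luminescence read; 0% = DMSO alone and 100% = MG132 at 30 µM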
Target sequence (P30291 whole entry K328M): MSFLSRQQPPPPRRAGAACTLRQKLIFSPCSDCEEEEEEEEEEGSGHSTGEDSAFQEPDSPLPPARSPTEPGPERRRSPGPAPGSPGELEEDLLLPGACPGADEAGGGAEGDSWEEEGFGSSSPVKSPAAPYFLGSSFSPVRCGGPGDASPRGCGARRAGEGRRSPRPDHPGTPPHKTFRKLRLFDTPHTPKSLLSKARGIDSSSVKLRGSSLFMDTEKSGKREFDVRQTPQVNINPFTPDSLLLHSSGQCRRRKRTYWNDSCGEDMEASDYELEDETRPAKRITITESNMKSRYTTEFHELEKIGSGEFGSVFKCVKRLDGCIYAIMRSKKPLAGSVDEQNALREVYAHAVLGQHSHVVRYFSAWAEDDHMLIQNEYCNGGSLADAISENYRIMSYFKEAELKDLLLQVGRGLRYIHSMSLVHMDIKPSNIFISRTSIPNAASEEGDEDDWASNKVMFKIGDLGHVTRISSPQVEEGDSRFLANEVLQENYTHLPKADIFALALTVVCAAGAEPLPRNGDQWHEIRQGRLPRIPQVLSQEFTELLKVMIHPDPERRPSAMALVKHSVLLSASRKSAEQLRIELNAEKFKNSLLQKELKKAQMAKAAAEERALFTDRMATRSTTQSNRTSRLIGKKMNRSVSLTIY
KLK5 inh = inhibitors of human kallikrein 5; Q9Y337; recombinant hK5, fluorogenic AMC substrate cleavage; inhibition, % at 5 µM; hit rate 0.59% among 210,000;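 active = inhibition of 40% or more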;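 also: 0% = enzyme controls without compound and 100% = no-enzyme blanks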
Target sequence (Q9Y337 67-293 limits assumed): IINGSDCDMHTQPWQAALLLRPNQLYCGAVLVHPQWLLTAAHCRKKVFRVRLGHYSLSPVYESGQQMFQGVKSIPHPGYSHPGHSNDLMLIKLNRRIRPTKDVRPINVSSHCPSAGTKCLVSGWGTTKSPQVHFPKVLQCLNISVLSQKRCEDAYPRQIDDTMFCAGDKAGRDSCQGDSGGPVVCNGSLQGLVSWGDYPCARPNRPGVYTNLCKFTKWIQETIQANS
p97 inhibitor = inhibitors of human p97 ATPase. hit rate 0.42% among 220,000. inhibition, % at 8 µM. AID 1481. recombinant p97 ATPase, Kinase-Glo ATP luminescence, 3 h. P55072; in the data active = inhibition above about 15%;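 also: 0% = DMSO vehicle and 100% = wells lacking enzyme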
PERK inhibitor = inhibitors of human PERK kinase; hit rate 0.17% among 220,000; inhibition, % at 5.6 µM; CHO PERK-DD fusion, SEAP luminescence translation reporter; Q9NZJ5;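 active = inhibition above the mean inhibition of all tested compounds plus 3 SD, set separately per screening campaign, cut at about 2.9% in these data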;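 also: PERK kinase domain activated by AP20187 dimerizer at 100 nM; 0% = DMSO with dimerizer and 100% = rapamycin at 8.4 µM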
Starred values were filed as active, the others as inactive; · = not tested or not shown; [ ] = dose if it differs, or a comment.

Cl transport mod	FXIa inh	Thrombin inh	Furin inh	FXIIa inh 1536	Wee1 degr inh	KLK5 inh	p97 inhibitor	PERK inhibitor	mol
0.11	0	4	-11[20 µM]	8	-2	0	0	1.3	O=C(c1ccccc1)N1CCC(O)(c2ccc3c(c2)OCO3)CC1
-0.21	10	-9	-11	10	-1	2	4	0.7	Cc1ccc(NC(=O)NCCCl)cc1S(=O)(=O)N1CCOCC1
-0.1	0	4	-14	4	1	-6	2	0.9	O=C(CSc1nccc(=O)[nH]1)N1N=C2/C(=C/c3ccco3)CCCC2C1c1ccco1 (stereo not drawn)
-0.23	14	-9	-7	27	1	-11	-1	0.0	CCn1c(CNc2ccc(F)cc2)nnc1SCC(=O)OC1CCCCC1
·	0	-4	-17[20 µM]	7	-1	-3	0	0.7	O=C(O)CSC1c2ccccc2C(=O)N1c1ccccc1 (stereo not drawn)
-1.3	-1	1	-6	10	-2	-3	-16	-1.1	Cc1cccc(-n2c(SCC(=O)Nc3nnc(C)s3)nnc2-c2ccoc2C)c1
-0.21	2	-4	-15	9	-1	-1	6	0.8	Cc1cc(C)cc(NCc2cc(=O)oc3cc(-c4ccccc4)c(O)cc23)c1
·	3	-1	-13	6	0	1	-2	2.0	O=C(CCN1C(=O)/C(=C\c2ccccc2)SC1=S)NNC(=O)c1ccncc1
-0.54	0	2	-15	9	·	0	·	·	COC(=O)/C=C/c1ccccc1S(=O)(=O)N(Cc1ccccc1)Cc1ccco1
-0.65	-1	-7	-14	2	-3	-4	2	1.7	CC(C)C(=O)Nc1csc(C(F)(F)F)c1-c1ccccc1
0.34	3	1	-23	8	2	-9	1	-1.0	COc1ccc(Cc2nnc(-c3cccc(C)c3)o2)cc1OC
0.27	-6	-2	-15	5	-2	-2	1	1.0	COC(=O)Cn1c(CCS(=O)(=O)c2ccc(C)c(C)c2)nc2ccccc21
0.52	-3	4	-38	8	-2	0	-1	0.4	CCN(CC)CC#CC(O)(c1ccccc1)c1ccccc1
0.085	1	1	-27	-3	4	4	-1	-0.3	Cc1ccc(S(=O)(=O)N2CCC(C(=O)N3CCN(Cc4ccccc4)CC3)CC2)cc1
·	8	4	-1	23	2	-8	0	0.8	COc1ccc(/C=c2\sc3nc(-c4ccccc4)c(-c4ccccc4)n3c2=O)cc1OC
0.18	2	18	-25[20 µM]	14	0	26	3	1.3	CCOc1ccc(NC(=O)CSc2nc(C)c3c(c2C#N)CCCC3)cc1
-2	0	-9	-13	7	6	11	-1	0.5	CC(Nc1cc(N2CCOCC2)ccc1[N+](=O)[O-])c1ccccc1 (stereo not drawn)
1.5	-3	-6	-20[20 µM]	-6	-2	-108	-5	-1.5	Cc1cccc(OCCn2c(NC(=O)c3ccco3)nc3ccccc32)c1
0.62	2	3	-16	7	1	4	-10	0.5	CCS(=O)(=O)c1ccc2oc(Nc3ccccc3C)nc2c1
-0.17	1	-10	-29	9	-2	-9	0	0.0	CCS(=O)(=O)NCC(c1cccnc1)N1CCN(c2ccccc2)CC1 (stereo not drawn)
-0.1	-3	-2	-23[20 µM]	10	0	1	3	-0.3	Cc1cc(C)c(OCC(=O)Nc2cccc(O)c2)cc1C
0.14	-2	-2	-18	11	0	4	4	0.4	c1ccc(-c2cc3c(ccc4nonc43)nn2)cc1
-0.21	10	7	8[20 µM]	27	-2	-12	-6	-0.2	COc1ccc(C(=O)c2cc3ccc(O)cc3oc2=O)cc1
-0.31	-2	-12	-23	4	0	-6	1	-0.1	COc1ccccc1N1CCN(C(c2cccs2)C(C)NC(=O)c2cccnc2)CC1 (stereo not drawn)
·	24	3	-43	13	1	1	-1	-0.5	Nc1ccc2oc(-c3cccc4ccccc34)nc2c1
-0.5	-4	-3	-18	3	-1	0	-1	-0.5	CN(CCOc1ccc(Br)cc1)CC(=O)Nc1cccc(S(=O)(=O)NC2=NCCC2)c1
-0.46	-4	-8	-15[20 µM]	3	-2	11	1	0.5	CCOc1cc(-c2c(C)c(C)nc(N)c2C#N)ccc1O
-0.45	1	-4	-2	13	·	-1	·	·	COCCCN1Cc2cccc(C(=O)O)c2C1=O
0.97	8	-2	-16	15	-2	-14	-2	-0.9	OC(COC(c1ccccc1)c1ccccc1)CN1CCN(c2ccccn2)CC1 (stereo not drawn)
-0.11	-8	2	-2	5	-1	-20	1	0.2	CC(C)(C)c1ccc(C(=O)NNC(=S)NCc2ccco2)cc1

Full records, looked up by structure. Order of values: Cl transport mod, FXIa inh, Thrombin inh, Furin inh, FXIIa inh 1536, Wee1 degr inh, KLK5 inh, p97 inhibitor, PERK inhibitor
`Cc1cc(C)cc(NCc2cc(=O)oc3cc(-c4ccccc4)c(O)cc23)c1` is entered as -0.21, 2, -4, -15, 9, -1, -1, 6, 0.8
`COCCCN1Cc2cccc(C(=O)O)c2C1=O` is entered as -0.45, 1, -4, -2, 13, ·, -1, ·, ·
`CC(C)(C)c1ccc(C(=O)NNC(=S)NCc2ccco2)cc1` is entered as -0.11, -8, 2, -2, 5, -1, -20, 1, 0.2

By substructure: the entries above containing a cyano group.
Cl transport mod	FXIa inh	Thrombin inh	Furin inh	FXIIa inh 1536	Wee1 degr inh	KLK5 inh	p97 inhibitor	PERK inhibitor	mol
0.18	2	18	-25[20 µM]	14	0	26	3	1.3	CCOc1ccc(NC(=O)CSc2nc(C)c3c(c2C#N)CCCC3)cc1
-0.46	-4	-8	-15[20 µM]	3	-2	11	1	0.5	CCOc1cc(-c2c(C)c(C)nc(N)c2C#N)ccc1O

(listing goes on)
Cl transport mod	FXIa inh	Thrombin inh	Furin inh	FXIIa inh 1536	Wee1 degr inh	KLK5 inh	p97 inhibitor	PERK inhibitor	mol
0.35	4	-3	-28	9	5	13	3	-0.1	O=C(NCc1cccs1)c1noc2c1CCCCC2
1.1	21	0	-24[20 µM]	21	-1	-7	-1	-0.3	CCCN1C2CCCC1CC(NC(=O)C1CCCCC1)C2 (stereo not drawn)
1.5	-6	5	-6	-7	3	-13	5	2.8	C1CCN=C(Nc2nn[nH]n2)CC1
-1.6	-1	-4	-10[20 µM]	-10	-2	2	-2	-0.2	CC(C)C(=O)NCCc1nc2ccccc2n1CCCOc1ccc(Cl)cc1
·	23	-7	-23	16	-1	-10	-5	0.3	COc1ccc(Cn2c(=O)sc3ccccc32)cc1
·	-9	5	-16[20 µM]	4	2	-21	-6	-0.7	COc1cc(C(C(=O)NC(C)(C)C)N(C(=O)CNC(=O)c2cccs2)c2ccccc2)cc(OC)c1OC (stereo not drawn)
-0.65	0	-2	-32	13	-2	·	0	0.0	O=C(CN(C(=O)c1csnn1)c1cccc(F)c1)NCc1ccc(F)cc1
0.48	-2	·	-6	4	0	-6	0	0.4	Cn1c(CCC(=O)OCC(=O)NCc2ccccc2Cl)nc(=O)c2ccccc21
-2.5	1	-1	-29	5	-1	·	0	0.7	OCC1CCCN(C(=S)Nc2ccc(Oc3ccccc3)cc2)C1 (stereo not drawn)
-0.0015	-5	-10	-22	5	-1	-11	0	-0.7	CCC1(C)NC(=O)N(CC(=O)N2N=C(c3ccccc3)CC2c2ccc(OC)cc2)C1=O (stereo not drawn)
-0.75	2	2	-40	7	0	8	1	0.0	Cc1ccc(S(=O)(=O)NC(=O)COc2ccccc2)cc1
1.3	-8	-4	-17	7	1	-4	-1	0.6	CC(C)C12CN3CC(C(C)C)(CN(C1)C3c1ccccc1)C2O (stereo not drawn)
-0.31	0	-1	-23[20 µM]	14	-1	5	-3	-0.2	Cc1ccc(N2CCN(C(=O)N3CCCC3)CC2)cc1Cl
-0.073	0	3	-20	0	3	-1	-1	0.6	CC(=O)N1C(C)(C)CC(=NOC(=O)c2ccccc2)CC1(C)C
·	-6	-3	4[20 µM]	9	13*	3	-7	-0.8	CCCCNc1c2c(nc3c(-c4ccccc4)c(C)nn13)CCC2
0.58	-2	-3	-22	7	-2	11	-2	0.3	O=c1[nH]c2ccsc2c(=O)n1-c1ccc(F)cc1
0.22	1	-8	-17	2	-3	-4	2	0.6	CCN1CCC2(CC1)N=C(c1ccc(F)cc1)C(=S)N2C(=O)c1ccc(C)cc1
0.35	0	5	-27	9	3	-7	2	-0.9	CC(=O)c1cc(-c2ccccc2)n(CC(=O)N2CCCC2)c1C
·	5	4	-10	16	0	-1	1	-1.1	CCN1C(=O)C2(Nc3ccccc3-c3nc4ccccc4n32)c2cc(OC)ccc21 (stereo not drawn)
-0.65	0	2	-21	11	9	-1	3	0.6	O=C1NCC(c2ccccc2)C1C(=O)N/N=C/c1ccc(Cl)s1 (stereo not drawn)
·	6	-6	-19	13	0	-4	-12	-0.7	O=C(O)CCC(=O)c1ccc2c(c1)OCCO2
0.37	-3	-7	6	-7	0	-1	-7	-0.9	CCOc1cc(C(=O)Nc2cc(=O)n(C)c(=O)n2C)cc(OCC)c1OCC
-0.079	0	-2	-1	10	0	-9	0	-1.1	Cc1cc(CNC(=O)[C@H](C)[C@@H]2C[C@@]2(C)[C@@H](NC(=O)OCc2ccccc2)c2ccccc2)nn1C
-1.3	0	-1	-26	9	0	4	-1	1.4	O=C1COc2ccc(C(=O)COC(=O)C3CC(O)CN3S(=O)(=O)c3ccc(Cl)cc3)cc2N1 (stereo not drawn)
-2.2	7	-9	0	8	-1	7	-4	-1.3	Cc1ccc(CC2C(=O)N(c3ccc(C)cc3)C(=O)C2C)cc1 (stereo not drawn)
0.33	-9	-2	-24	-9	-1	4	1	-0.4	O=C1CSc2ccc(C(=O)N3CCN(c4ccccn4)CC3)cc2N1
-0.69	-5	-1	-25	1	3	-4	0	0.5	CCOC(=O)C1CCN(Cc2cc(C(C)(C)C)c(O)c(C(C)(C)C)c2)CC1
0.29	-2	-3	-18	10	-1	1	-2	-0.9	CCN(CC)S(=O)(=O)c1ccc(NC(=O)c2c(-c3ccccc3)noc2C)cc1
-0.76	1	·	-13	5	-1	-4	3	0.7	CN(C)S(=O)(=O)c1cccc(NC(=O)COC(=O)c2c[nH]c(=O)[nH]c2=O)c1
·	-4	-2	-2[20 µM]	7	2	-4	-2	0.5	CCC(CC)C1C(C#N)=C(N)Oc2n[nH]c(C)c21 (stereo not drawn)
0.22	-3	6	-14	3	1	-1	1	0.5	O=C(COc1ccc(Br)cc1)N(CCO)CCO

2 of the compounds above, with each value named.
molecule: CCn1c(CNc2ccc(F)cc2)nnc1SCC(=O)OC1CCCCC1
  Cl transport mod = -0.23; FXIa inh = 14; Thrombin inh = -9; Furin inh = -7; FXIIa inh 1536 = 27; Wee1 degr inh = 1; KLK5 inh = -11; p97 inhibitor = -1; PERK inhibitor = 0.0

molecule: Cc1ccc(S(=O)(=O)NC(=O)COc2ccccc2)cc1
  Cl transport mod = -0.75; FXIa inh = 2; Thrombin inh = 2; Furin inh = -40; FXIIa inh 1536 = 7; Wee1 degr inh = 0; KLK5 inh = 8; p97 inhibitor = 1; PERK inhibitor = 0.0

Some of the entries above, set out differently:
Molecule	Cl transport mod	FXIa inh	Thrombin inh	Furin inh	FXIIa inh 1536	Wee1 degr inh	KLK5 inh	p97 inhibitor	PERK inhibitor
OC(COC(c1ccccc1)c1ccccc1)CN1CCN(c2ccccn2)CC1 (stereo not drawn)	0.97	8	-2	-16	15	-2	-14	-2	-0.9
CC(C)(C)c1ccc(C(=O)NNC(=S)NCc2ccco2)cc1	-0.11	-8	2	-2	5	-1	-20	1	0.2
O=C(NCc1cccs1)c1noc2c1CCCCC2	0.35	4	-3	-28	9	5	13	3	-0.1
CCCN1C2CCCC1CC(NC(=O)C1CCCCC1)C2 (stereo not drawn)	1.1	21	0	-24[20 µM]	21	-1	-7	-1	-0.3

High-throughput results as filed in PubChem BioAssay.
